Screens: PubChem, National Center for Advancing Translational Sciences (NCATS)
BRCT inh green = inhibitors of human BRCA1 BRCT-phosphoprotein interaction (green fluorophore) | Potency, µM (doses to about 76.9 µM), inactives show at the top dose activity change, negative = inhibition, usual class: inhibitors | hit rate 0.05% among 75,000 | BRCA1 BRCT-phosphopeptide binding, green fluorescence polarization;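 further: potency means the concentration at half of the fitted maximal effect; plate controls were peptide without protein for full effect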
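Fluorescence polarization: His-tagged BRCT (~35 kDa BRCA1 C-terminus, 250 nM) bound to 100 nM fluorescein-labeled phosphorylated 10-aa BACH1 peptide, pH 7.3 phosphate buffer with DTT and Tween 20. Compounds incubated 12 min at room temperature; inhibition read as lowered polarization.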
BRCT PPI red = BRCT-phosphoprotein interaction inhibition (red fluorophore); AID 892; hit rate 0.03% among 75,000; P38398; BRCT-phosphopeptide binding, red fluorescence polarization; Potency, µM (doses to about 76.9 µM), without a hit: at the highest dose activity change, negative = inhibition, usual class: inhibitors; further: on the % scale 0 is the no-effect control and ±100 the full control effect
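Fluorescence polarization: 100 nM His-tagged BRCA1 BRCT with 100 nM TAMRA-labelled phospho-BACH1 decapeptide, phosphate buffer pH 7.3 with 150 mM NaCl, DTT, 0.01% Tween 20; 12 min RT. Binding inhibition seen as FP decrease.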
HEK293 cAMP ctrl = counter-screen for TSHR agonists: cAMP increase in parental HEK293 | parental HEK293 CNG cAMP sensor, membrane potential fluorescence | Potency, µM (doses to about 57.1 µM), without a hit: at the top dose activation, most hits filed as activators | hit rate 2.5% among 73,000 | AID 938; further: potency means the concentration at half of the fitted maximal effect; % of control where 0% means no effect; nearly all actives have a fitted effect of over 55% in size
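Parental HEK 293 cells stably expressing a cAMP-gated CNG channel were loaded with membrane potential dye containing 100 uM RO 20-1724 for 60 min. Compound added for 30 min; depolarization read as fluorescence intensity at 590 nm.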
A350 fluor = A350 region autofluorescence; Compound autofluorescence, 340/450 nm, Alexa 350 dye-equivalents; stronger effect = higher value; max dye-equivalent concentration, M; hit rate 11% among 59,000; AID 590; in the data active means max dye-equivalent concentration above about 10 nM; inconclusive means mostly about 1.1 nM to 9.6 nM
Casp7 inh = allosteric or competitive inhibitors of human caspase-7; Potency, µM (top dose mostly 57.5 µM), for the others: at the highest dose activity change, negative = inhibition, actives largely listed as inhibitors; P55210; recombinant caspase-7, Ac-DEVD-AFC fluorescence rate; hit rate 0.02% among 75,000; AID 889; active means well fitted inhibition curve with a large enough effect in the main read-out, with a control signal flat, not every such curve was filed as active; inconclusive means small, poorly fitted or top-dose-only effect, or a change in a side signal; further: potency means the concentration at half of the fitted maximal effect; % of control where 0% means no effect
Target sequence (P55210 24-198 limits assumed): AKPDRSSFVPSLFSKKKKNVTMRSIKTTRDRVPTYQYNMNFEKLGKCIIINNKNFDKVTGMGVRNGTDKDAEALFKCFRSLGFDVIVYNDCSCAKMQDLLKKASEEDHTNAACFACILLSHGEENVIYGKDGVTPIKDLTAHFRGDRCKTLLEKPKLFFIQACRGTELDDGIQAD
Target sequence (P55210 207-303 limits assumed): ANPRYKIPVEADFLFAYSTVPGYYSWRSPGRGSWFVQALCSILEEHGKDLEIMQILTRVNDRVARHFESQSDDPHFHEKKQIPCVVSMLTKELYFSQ
ERK AVP block = vasopressin-driven ERK pathway inhibition; HEK293-V1b, vasopressin-stimulated pERK AlphaScreen; Potency, µM (top dose mostly 57.5 µM), inactives show at the top dose activity, negative = inhibition, actives largely listed as inhibitors; hit rate 0.99% among 72,000; further: potency means the concentration at half of the fitted maximal effect; on the % scale 0 is the no-effect control and ±100 the full control effect; nearly all actives have a fitted effect of over 55% in size
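Phosphorylated ERK1/2 detected via AlphaScreen bead proximity in lysates of V1b-expressing HEK293 cells given 25 nM vasopressin for 5 min after 30 min compound exposure (37 °C). AC50 from Hill equation; basal DMSO 0%, vasopressin 100%.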
Casp1 inh = allosteric or competitive inhibitors of human caspase-1 | hit rate 0.03% among 75,000 | Caspase-1 enzyme, Ac-WEHD-AFC fluorogenic rate | AID 900 | Potency, µM (series often up to 57.5 µM), for the others: at the highest dose activity change, negative = inhibition, usual class: inhibitors | P29466;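 further: potency means the concentration at half of the fitted maximal effect; plate controls were vehicle for no effect and no substrate for full effect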
USP2a inh = USP2a (human) protease inhibition; O75604; USP2a enzymatic assay, qHTS inhibition; Potency, µM (top dose mostly 38.3 µM), without a hit: top-dose activity change, negative = inhibition, most hits filed as inhibitors; hit rate 0.1% among 60,000; AID 927;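 further: potency means the concentration at half of the fitted maximal effect; nearly all actives have a fitted effect of over 60% in size; plate controls were DMSO for no effect and NEM full inhibition control for full effect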
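USP2 core (20nM final) preincubated 30 min RT with compound, then Ub-PLA2 20nM and NBD C6-HPC 20uM final added; buffer 20mM Tris-HCl pH 8.0, 2mM CaCl2. Fluorescence Ex 460/Em 535 read at 0 and 2.5 h; normalized to NEM.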
CRE Fsk mod = CRE-bla signaling modulation under forskolin stimulation | CHO CRE-bla reporter (cAMP response element driving beta-lactamase), forskolin EC10, beta-lactamase ratio | AID 662 | Potency, µM (doses to about 38.2 µM), without a hit: at the highest dose activity change, negative = inhibition, actives largely listed as activators | hit rate 2.5% among 71,000; active means well fitted activation curve with a large enough effect in the signal ratio, with a control signal flat, not every such curve was filed as active; inconclusive means small, poorly fitted or top-dose-only effect, or effect the other way, or a change in a side signal; the % refers to the signal ratio; further: potency means the concentration at half of the fitted maximal effect; % of control where 0% means no effect
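Using CellSensor CRE-bla CHO cells in Opti-MEM with 0.5% dialyzed FBS, compounds were titrated with EC10 NKH 477 for 3 h at 37 °C. CCF4 ratio (460/530 nm) gave %Activity; AC50 derived.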
Luciferase inh = inhibitors of firefly luciferase. P08659. purified firefly luciferase, luminescence, 8 min. Potency, µM (titrated, usually from 57.1 µM), inactives show at the highest dose activity change, negative = inhibition, most hits filed as inhibitors. hit rate 2.2% among 72,000. AID 411; further: potency means the concentration at half of the fitted maximal effect; on the % scale 0 is the no-effect control and ±100 the full control effect; nearly all actives have a fitted effect of over 40% in size
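Compounds were tested as concentration series (qHTS) against purified P. pyralis luciferase with luciferin and 10 uM ATP in 50 mM imidazole pH 7.2, 50 mM KCl, 7 mM MgCl2, 0.01% Tween 20, 0.05% BSA. Luminescence was read after 8 min at ambient temperature.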
Tau filament bind = binders of human tau filaments; P10636; recombinant tau filaments, thioflavin S fluorescence, 15 h; filaments grown with octadecylsulfate alongside compound; Potency, µM (series often up to 57.1 µM), inactives show at the highest dose activity change, negative = inhibition; hit rate 2% among 71,000;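 further: potency means the concentration at half of the fitted maximal effect; on the % scale 0 is the no-effect control and ±100 the full control effect; actives lower thioflavin S fluorescence by blocking filaments or displacing dye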
Target sequence (P10636 whole entry, looked up): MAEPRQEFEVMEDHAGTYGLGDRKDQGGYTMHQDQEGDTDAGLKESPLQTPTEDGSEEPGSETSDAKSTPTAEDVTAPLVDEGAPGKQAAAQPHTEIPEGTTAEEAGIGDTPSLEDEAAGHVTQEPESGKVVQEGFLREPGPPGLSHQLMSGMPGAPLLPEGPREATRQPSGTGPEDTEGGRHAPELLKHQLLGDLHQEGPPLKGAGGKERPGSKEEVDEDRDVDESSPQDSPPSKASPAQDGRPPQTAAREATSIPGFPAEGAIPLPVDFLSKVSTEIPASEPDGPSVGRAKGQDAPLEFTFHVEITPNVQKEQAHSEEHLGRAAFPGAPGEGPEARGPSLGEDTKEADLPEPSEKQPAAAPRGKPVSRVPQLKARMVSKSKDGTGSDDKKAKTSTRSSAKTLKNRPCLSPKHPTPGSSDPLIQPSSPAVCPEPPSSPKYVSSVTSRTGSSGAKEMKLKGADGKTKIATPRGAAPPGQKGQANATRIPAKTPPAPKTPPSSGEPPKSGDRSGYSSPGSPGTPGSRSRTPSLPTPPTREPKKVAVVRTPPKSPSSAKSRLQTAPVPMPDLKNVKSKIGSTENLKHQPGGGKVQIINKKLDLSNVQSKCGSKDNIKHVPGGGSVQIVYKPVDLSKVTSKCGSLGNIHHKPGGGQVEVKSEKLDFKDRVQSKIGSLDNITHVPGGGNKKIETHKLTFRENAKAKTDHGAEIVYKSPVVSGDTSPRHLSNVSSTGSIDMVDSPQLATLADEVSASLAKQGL
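Assay mix: 1 uM His-tagged tau, 30 uM sodium octadecylsulfate, thioflavine S dye in HEPES/NaCl/DTT buffer. Compound is added prior to the inducer. Fluorescence after 15 h at 37 C.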
An asterisk follows results filed as active; i = inactive; ? = inconclusive; . = not tested or not shown; [ ] = dose if it differs, or a comment. Unless noted, the call rests on the fitted dose curve; in most records, active means well fitted curve in the direction sought with a large enough effect; inconclusive means small, poorly fitted or top-dose-only effect, or another doubt; inactive means no such curve, though single readings can be large; an effect the other way counts as inactive or inconclusive.

Each structure is followed by: BRCT inh green, BRCT PPI red, HEK293 cAMP ctrl, A350 fluor, Casp7 inh, ERK AVP block, Casp1 inh, USP2a inh, CRE Fsk mod, Luciferase inh, Tau filament bind
(1) Cc1oc(-c2ccc(Cl)cc2)nc1CN1CCCC(C(=O)NCc2cccnc2)C1 (stereo unspecified)
  0.2%, 0.3%, 26.2%, i, 0.9%, -4.9%, 0.6%, 28.2%, 0.7%, 3.2%, 41.6%
(2) CCn1c(SCC(=O)Nc2nccs2)nnc1-c1ccncc1
  -1.9%, -0.7%, -0.5%, i, 0.2%, -21.3%, 1.6%, -7.0%, -3.8%, 0.5%, 4.0%
(3) O=C(COc1ccccc1Cl)NCc1ccncc1
  -3.6%, 0.9%, 9.4%, ., -3.9%, -25.9%, -3.0%, 9.7%, -3.2%, 4.8%, 6.3%
(4) CCn1c(=O)c(C(=O)NCCN2CCCCC2)c(O)c2ccccc21
  2.8%, 0.2%, 28.0%, ?, 0.2%, -10.8%, -0.4%, 1.3%, 12.3%, 1.5%, 22.2%
(5) Cc1nc2sc(C(c3cccs3)N3CCN(c4ccccc4)CC3)c(O)n2n1 (stereo unspecified)
  -2.4%, 2.3%, 3.1%, ., -7.9%, ., -3.4%, ., -6.4%, 1.0%, -25.3%
(6) Cc1cc(-c2cc(N)n(-c3ccccc3)n2)c(C)n1C1CCCC1
  1.3%, -0.9%, -12.6%, i, -4.3%, -23.2%, -7.9%, 4.6%, -19.5%, -17.6%, ?
(7) O=C(O)c1ccccc1S(=O)(=O)Cc1ccccc1
  -0.3%, -0.6%, -0.1%, i, 1.4%, -9.9%, 1.3%, 0.6%, 5.1%, 1.1%, -6.5%
(8) Cc1cccc(C)c1NC(=O)CSc1nnnn1C
  -1.1%, 0.5%, -2.8%, i, 1.2%, 4.5%, -0.1%, 3.5%, -6.5%, 1.1%, 4.4%
(9) O=C1CSC(c2ccncc2)N1Cc1ccco1 (stereo unspecified)
  -1.8%, 0.4%, 2.6%, i, -3.5%, -25.0%, -1.4%, 1.3%, 3.7%, -1.1%, -1.1%
(10) O=c1cc(-c2ccccc2)c2c([nH]1)CCCC2
  -0.9%, -0.6%, 12.1%, i, 0.0%, -21.7%, -0.3%, -1.6%, -6.8%, 5.5%, -0.4%
(11) COc1ccc(CCNC(=O)COc2nsnc2N2CCOCC2)cc1OC
  -0.4%, -3.7%, -1.1%, i, 0.3%, -10.8%, 1.3%, 2.2%, 2.7%, 2.1%, 3.9%
(12) CN(C)C(=O)C12CCC(C)(c3nc4ccccc4nc31)C2(C)C (stereo unspecified)
  0.6%, -1.3%, 8.7%, i, -2.4%, -25.2%, 0.0%, 3.2%, -2.8%, 4.2%, -4.9%
(13) COc1ccc(OC)c(N)c1
  -2.7%, -5.9%, -17.0%, i, 5.6%, -26.7%, -3.0%, 7.5%, ?, -2.2%, 12.6µM*
(14) CN=C1SC(CC(=O)NCCc2ccc(OC)c(OC)c2)C(=O)N1C (stereo unspecified)
  -1.4%, 1.5%, -6.1%, i, 1.0%, 0.9%, 1.0%, 2.4%, 11.1%, 2.2%, -6.9%
(15) COC(=O)C(F)(Sc1c(C)n(C)n(-c2ccccc2)c1=O)C(F)(F)F (stereo unspecified)
  0.2%, 1.6%, 28.8%, i, 1.5%, -6.6%, 0.5%, 6.2%, -0.6%, 2.3%, 5.8%
(16) C[C@]1(C2CCCC2)Cc2cc(OCC(=O)O)c(Cl)c(Cl)c2C1=O
  -3.3%, -1.7%, -0.4%, ?, 0.6%, -5.9%, 0.9%, -0.1%, 2.8%, 1.7%, 2.0%
(17) C/C(CCN1CCc2nc(-c3ccccc3)c(-c3ccccc3)cc2C1)=N\O[C@@H](C)CN1CCCc2nc(C)c(C)cc21
  1.1%[15.4 µM], 0.7%[15.4 µM], 9.1%[11.4 µM], ., -6.1%[11.5 µM], 2.9%[11.5 µM], -3.8%[11.5 µM], ., ., 0.4%[11.4 µM], .
(18) Cc1cc(C)c2c(c1)OC(O)(C(F)F)CC2=O (stereo unspecified)
  -1.0%, -1.0%, -4.9%[11.4 µM], ., 0.7%, 0.0%, 0.1%, 0.7%[7.66 µM], ?, -1.5%, 1.6%[11.4 µM]
(19) CCOc1ccc(Nc2cc(C)nc(N3CCOCC3)n2)cc1
  -9.1%, -0.8%, 5.0%, i, -0.1%, 13.5%, 0.0%, -10.1%, -3.6%, 0.5%, -10.3%
(20) CN(C)CCCN1C(=O)C(=O)/C(=C(/O)c2ccc3c(c2)OCCO3)C1c1ccccn1 (stereo unspecified)
  -0.1%, -0.1%, 1.5%, ?, -1.3%, -4.3%, -5.4%, -2.4%, ?, 3.6%, -14.5%

Later entries.
Each structure is followed by: BRCT inh green, BRCT PPI red, HEK293 cAMP ctrl, A350 fluor, Casp7 inh, ERK AVP block, Casp1 inh, USP2a inh, CRE Fsk mod, Luciferase inh, Tau filament bind
(21) CCCCC(CC)COC(=O)c1ccccc1C(=O)O (stereo unspecified)
  -0.4%, 0.0%, 7.5%, ., -2.3%, 2.1%, 1.6%, ., -13.2%, ., -0.8%
(22) COc1ccc2c(c1)CCc1c(C(=O)Nc3ccc(OC)c(OC)c3)noc1-2
  -2.9%, -0.8%, 4.7%, 1.03e-08M*, -3.1%, -12.4%, -4.4%, 4.3%, -0.1%, -22.6%, 10.9%
(23) CCCn1nnnc1SCC(=O)c1ccc2c(c1)OCCO2
  -1.1%, 0.1%, 11.4%, i, -1.7%, -22.7%, 0.6%, 2.5%, ?, -14.6%, -2.2%
(24) CCOC(=O)C1CCCN(Cc2ccccc2F)C1 (stereo unspecified)
  -1.4%, -1.3%, 10.5%, i, 0.4%, 36.3%[activator], 1.6%, -6.1%, 0.9%, 6.1%, 1.0%
(25) COc1cc(C(=O)OCC(=O)N2CCCC2)cc(OC)c1OC
  -0.3%, -1.5%, -2.3%, i, 0.9%, 1.7%, 1.3%, 0.0%, 13.0%, -11.2%, 1.4%
(26) CC(=O)c1ccc(NC(=O)CSc2nnc(Cn3c(=O)sc4ccccc43)n2C)cc1
  -5.0%, -1.8%, -32.0%[inhibitor], ., -1.0%, -14.6%, 1.2%, ., -5.4%, -1.1%, 15.6%
(27) O=C(O)C1C2CCC(O2)C1C(=O)NCc1ccncc1 (stereo unspecified)
  -0.8%, -0.1%, 2.8%, i, -0.7%, -6.6%, 2.3%, -9.4%, 9.1%, 1.0%, 2.1%
(28) O=C(COc1cccc2ccccc12)N1CCN(c2ccccc2)CC1
  0.1%, -0.5%, 20.5%[11.4 µM], ., -2.0%, -14.2%, -0.7%, -5.1%[7.66 µM], 26.8%[7.6 µM], 0.0%, 52.2%[11.4 µM]
(29) Cc1nnc(NC(=O)C2CCCN(c3ncccn3)C2)s1 (stereo unspecified)
  0.8%, 2.5%, 9.1%, ?, 0.3%[0.00368 µM], -3.4%, 0.6%, -8.6%, ?, 1.2%, -4.1%
(30) CCCn1cnc2cc(NCc3ccccn3)ccc21
  0.6%, -1.0%, 3.5%, ., -0.3%, ., 0.7%, ., 4.6%, 15.8µM*, -18.2%
(31) CCC(C)NC(=O)C1CCC(=O)N(c2cc(OC)c(OC)c(OC)c2)C1c1ccc(OC)cc1 (stereo unspecified)
  -1.7%, 0.8%, 9.9%, i, 1.0%, 21.2%, -1.9%, 2.2%, 0.9%, -0.4%, 5.5%
(32) CCn1cc(C2N3CC4(C)CN2CC(C)(C3)C4=O)c2ccccc21 (stereo unspecified)
  -2.0%, 0.0%, 8.3%, ., -1.2%, ., -2.0%, ., -4.8%, -0.1%, 0.8%
(33) CC(=O)Nc1cccc(OCC(=O)Nc2ccc(F)cc2)c1
  -3.2%, -0.4%, -3.4%, i, -1.8%, -22.5%, -2.1%, 16.4%, -4.0%, -1.4%, 21.1%
(34) COc1ccc(NC(=O)CCNC(C)=O)cc1NS(=O)(=O)c1ccc(F)cc1
  2.5%, -0.6%, 6.6%, i, -3.8%, 20.3%, -0.9%, 18.5%, ?, -0.5%, -84.3%
(35) O=C(Cn1c(-c2cncs2)nc2ccccc21)NC1CCCC1
  1.4%, -1.3%, ?, i, 2.3%, 12.8%, -0.9%, -2.8%, -0.4%, 5.1%, -10.4%
(36) Cc1cc(C)c(-c2cc(C(=O)Nc3c(C)n(C)n(-c4ccccc4)c3=O)[nH]n2)c(O)c1
  -1.2%, 0.2%, 4.9%, i, -0.8%, -4.3%, 0.1%, 15.0%, -20.5%, 2.4%, -18.2%
